# Screening results: PubChem BioAssay, National Center for Advancing Translational Sciences (NCATS)
# TRPV1 ag – human TRPV1 agonism; Q8NER1; TRPV1-expressing cells, Fluo-8 calcium influx, agonist mode; activation, % at 8.33 µM; 320,000 tested, 0.19% active; in the data active = activation above about 80%; inconclusive = between about 30% and that limit; also: 0% is about no effect
#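 Cells expressing TRPV1 were dye-loaded with Fluo-8 and read kinetically: 10 s baseline, 3 min after compound (agonist portion), then 2 min after EC20 capsaicin (allosteric enhancer portion). Calcium-bound dye fluorescence at 480/520 nm.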
# BRCA1 expr act – increases BRCA1 expression; 380,000 tested, 1.1% active; MCF7-BRCA1-FFLuc reporter, luminescence, 48 h; response scale: scaled: vehicle 0%, 10 µM genistein 100%; Potency, µM (doses to about 46.1 µM), without a hit: top-dose activation, most hits filed as activators; also: potency is read from the fitted curve at half-maximal effect; nearly all actives have a fitted effect of over 80% in size; some results filed as inactive show a strong effect at the top dose
#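 Luminescence from a BRCA1-driven firefly luciferase in MCF7 cells was read after 48 h compound exposure at 37 C. Data normalized against DMSO and a 10microM genistein activation control, then curve-fitted across the titration.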
# p53 reactivation – restores transcriptional activity of mutant p53 | H1299 p53-A138V BP100-luciferase reporter, luminescence, 24 h | Potency, µM (top dose mostly 92.2 µM), without a hit: top-dose activity change, positive = activation, usual class: activators | 320,000 tested, 0.063% active | AID 504706; also: potency is read from the fitted curve at half-maximal effect; % of control where 0% means no effect; nearly all actives have a fitted effect of over 45% in size
#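 H1299 (p53-null), stable ts p53-A138V + BP100-Luc; 1000 cells/well, Opti-MEM/10% FBS; cpd 4 pt, 1:5; 24 h, 37 deg C, 5% CO2; detection reagent 10 min RT; luminescence.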
# VP16 counter – counter-screen for ROR gamma inhibitors: Gal4-VP16 reporter; Potency, µM (doses to about 53.6 µM), for inactives: top-dose activity, negative = inhibition, most hits filed as inhibitors; AID 2546; Drosophila S2 Gal4-VP16 UAS-luciferase, luminescence, 20 h; 310,000 tested, 3.5% active;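 also: Gal4-VP16 expression switched on by copper sulfate through the metallothionein promoter; potency is read from the fitted curve at half-maximal effect; % is scaled to controls: 0 for no effect and ±100 for the full control effect; nearly all actives have a fitted effect of over 50% in size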
# Rab9 prom act – activates the Rab9 promoter; Huh7 Rab9 promoter-luciferase reporter, luminescence, 24 h; Potency, µM (top dose mostly 9.22 µM), for the others: top-dose activation, negative = inhibition, hits mostly activators; 320,000 tested, 2.8% active; AID 485297; also: potency is read from the fitted curve at half-maximal effect; % of control where 0% means no effect; nearly all actives have a fitted effect of over 60% in size
#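 Huh7 cells stably carrying Rab9 promoter–luciferase reporter, plated 1500 cells/well, compound added after 2 h and incubated 24 h at 37 °C; luciferase luminescence then read after 10 min with detection reagent.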
# ELG1 repair inh – inhibitors of ELG1-dependent DNA repair in HEK293T cells | HEK293T ELG1-luciferase reporter, luminescence, 16 h; DNA damage induced by 5-fluorouridine | Potency, µM (highest dose often 46.1 µM), for the others: at the top dose activity change, negative = inhibition, hits mostly inhibitors | 330,000 tested, 2.3% active | AID 504467; also: potency is read from the fitted curve at half-maximal effect; % is scaled to controls: 0 for no effect and ±100 for the full control effect; nearly all actives have a fitted effect of over 55% in size
#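 HEK293T cells expressing luciferase-tagged ELG1 (2,000/well) received 5-Fluorouridine plus compound or DMSO for 16 hr at 37 °C. Luciferase was read by ONE-Glo luminescence after 30 min at room temperature.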
# RORg inh – ROR gamma (mouse) transcription inhibition; P51450; 310,000 tested, 5.4% active; Potency, µM (titrated, usually from 53.6 µM), without a hit: at the top dose activity change, negative = inhibition, actives largely listed as inhibitors; Drosophila S2 Gal4-RORgamma UAS-luciferase reporter, 20 h; also: potency is read from the fitted curve at half-maximal effect; % is scaled to controls: 0 for no effect and ±100 for the full control effect; nearly all actives have a fitted effect of over 60% in size
# Target sequence (P51450 whole entry, looked up, the tested form may be a part): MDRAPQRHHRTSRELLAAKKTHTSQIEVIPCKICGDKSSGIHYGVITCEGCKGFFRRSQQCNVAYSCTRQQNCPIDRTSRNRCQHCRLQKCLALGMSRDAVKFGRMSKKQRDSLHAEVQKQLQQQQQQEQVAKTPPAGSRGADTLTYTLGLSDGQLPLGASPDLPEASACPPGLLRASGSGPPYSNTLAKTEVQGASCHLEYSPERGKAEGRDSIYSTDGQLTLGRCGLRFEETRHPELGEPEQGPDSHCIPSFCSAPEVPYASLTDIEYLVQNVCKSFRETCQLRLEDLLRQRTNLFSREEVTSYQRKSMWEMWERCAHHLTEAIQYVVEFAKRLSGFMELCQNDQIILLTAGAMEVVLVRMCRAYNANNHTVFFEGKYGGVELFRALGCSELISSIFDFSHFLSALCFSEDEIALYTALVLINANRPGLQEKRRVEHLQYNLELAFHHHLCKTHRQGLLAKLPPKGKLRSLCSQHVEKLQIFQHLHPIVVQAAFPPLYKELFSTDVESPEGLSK
#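 Stable Schneider cell line, Gal4 DNA-binding domain fused to ROR gamma, UAS-luciferase. Cmpd 1 hr RT → CuSO4 700 uM final → 20 hr RT → luciferase reagent 10 min → luminescence.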
# NPC1 promoter act – activators of NPC1 promoter; Huh7 NPC1 promoter luciferase reporter, 24 h; Potency, µM (highest dose often 9.22 µM), without a hit: at the top dose activation, actives largely listed as activators; 320,000 tested, 2.4% active; AID 485313;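 also: potency is read from the fitted curve at half-maximal effect; % of control where 0% means no effect; nearly all actives have a fitted effect of over 60% in size; reporter is driven by a mutant NPC1 promoter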
#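 Compounds in DMSO were transferred onto Huh7 NPC1-luciferase reporter cells pre-incubated 2 h; after 24 h at 37 °C, Amplite reagent was dispensed and luminescence recorded 10 min later.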
# ELG1 genotoxic – inducers of genotoxicity in HEK293T ELG1-luciferase cells; Potency, µM (top dose mostly 46 µM), inactives show top-dose activity change, positive = activation, actives largely listed as activators; HEK293T ELG1-luciferase reporter, luminescence, 16 h; 330,000 tested, 1.3% active; AID 504466; also: potency is read from the fitted curve at half-maximal effect; % of control where 0% means no effect; nearly all actives have a fitted effect of over 60% in size
#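 ELG1-luciferase HEK293T cells, 2,000/well; compound pinned in; 16 hr, 37 °C, 5% CO2; ONE-Glo, 30 min RT; luminescence on CCD imager.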
# FLuc modulator – inhibits or activates purified firefly luciferase, miR-21 counter-screen | Potency, µM (series often up to 57.5 µM), without a hit: at the highest dose activity change, negative = inhibition, most hits filed as inhibitors | purified FLuc, Km substrates, luminescence inhibition | 360,000 tested, 6.9% active;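 also: potency is read from the fitted curve at half-maximal effect; plate controls were vehicle for no effect and reference inhibitor for full effect; nearly all actives have a fitted effect of over 55% in size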
# Target sequence (P08659 whole entry, looked up): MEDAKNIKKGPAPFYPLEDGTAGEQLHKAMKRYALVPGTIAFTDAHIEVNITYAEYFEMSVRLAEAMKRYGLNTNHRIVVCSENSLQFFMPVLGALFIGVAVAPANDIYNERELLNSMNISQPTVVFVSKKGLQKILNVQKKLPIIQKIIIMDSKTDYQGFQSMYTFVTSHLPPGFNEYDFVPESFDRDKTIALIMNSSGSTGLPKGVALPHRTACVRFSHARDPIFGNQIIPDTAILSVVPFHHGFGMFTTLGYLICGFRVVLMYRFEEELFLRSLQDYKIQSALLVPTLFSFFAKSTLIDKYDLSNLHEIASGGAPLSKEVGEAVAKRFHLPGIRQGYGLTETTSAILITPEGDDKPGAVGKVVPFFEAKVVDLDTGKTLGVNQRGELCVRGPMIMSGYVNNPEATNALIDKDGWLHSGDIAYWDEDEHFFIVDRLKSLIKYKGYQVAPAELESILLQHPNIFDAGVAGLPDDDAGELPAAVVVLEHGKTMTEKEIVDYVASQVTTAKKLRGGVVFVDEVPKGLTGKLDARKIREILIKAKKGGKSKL
#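 Purified P. pyralis luciferase (10nM final) with 10uM D-luciferin and 10uM ATP (Km levels) in 50mM Tris acetate pH 7.5, 10mM Mg acetate, 0.01% Tween-20, 0.05% BSA; qHTS 6-point titration, ~60 µM downward; luminescence read.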
# Tb PFK inh – blocks T. brucei phosphofructokinase; AID 485367; Potency, µM (doses to about 57.5 µM), inactives show top-dose activity, negative = inhibition, hits mostly inhibitors; 330,000 tested, 0.17% active; T. brucei PFK, ADP-Glo luminescence;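 also: potency is read from the fitted curve at half-maximal effect; 0% = uninhibited 1x PFK enzyme wells and -100% = no-enzyme wells; nearly all actives have a fitted effect of over 60% in size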
#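 ADP-Glo luminescence quantified ADP after 45 min at room temperature, with 1.25 nM T. brucei PFK, 0.1 mM ATP and 0.5 mM fructose-6-phosphate in pH 8.0 TEA buffer. qHTS titrations up to 57 µM; curves classified by quality.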
# Active calls of the source: *; ? = inconclusive; · = not tested or not shown; & = joins results of further samples; [ ] = dose if it differs, or a comment. Unless noted, calls follow the shape of the dose curve; as a rule, active = well fitted curve in the direction sought with a large enough effect; inconclusive = small, poorly fitted or top-dose-only effect, or another doubt; inactive = no such curve, though single readings can be large; an effect the other way counts as inactive or inconclusive.
SMILES,TRPV1 ag,BRCA1 expr act,p53 reactivation,VP16 counter,Rab9 prom act,ELG1 repair inh,RORg inh,NPC1 promoter act,ELG1 genotoxic,FLuc modulator,Tb PFK inh
CCCSCCCNC(=O)c1ccccc1NC(=O)C1=CSCCO1,13,-22%,-7%,-1%,1%,?,2%,-7%,-8%,1%,0%
O=C1c2ccc3c4c(ccc(c24)C(=O)N1CCCCO)C(=O)N(CCCCO)C3=O,1,-89%,-11%,2%[10 µM],-44%[inhibitor],2.1µM*,8.9µM*,-37%[inhibitor],-9%,-8%,-2%
CCCCn1c(N)c(N(CCOC)C(=O)c2cc(-c3ccncc3)nc3ccccc23)c(=O)[nH]c1=O,1,-21%,14%,3%,3%,0%,10%,-6%,7%,3%,0%
Cc1ccc(NC(=O)CSc2ncc3ccccn23)cc1,6,-1%,13%,-8%,?,?,-17%,18%,24%,?,-20%
CCCCCCOc1ccc(C(=O)NCCCn2ccnc2)cc1,?,-16%,30%,-2%,3%,0%,-28%,-10%,-3%,3%,-1%
CCOc1cc(/C=C/C(=O)c2ccc3c(c2)OCCO3)ccc1OCC(=O)N(C)C,-4,-63%,-20%,5%,1%,?,?,-5%,-8%,?,5%
COc1ccccc1NC(=O)C1CC(=O)OC1c1ccccc1 (centres undefined),-2,-5%,25%,0%,-1%,2%,1%,6%,0%,4%,-1%
CN(CC(=O)NCCc1ccc(Cl)cc1)S(=O)(=O)c1ccc2c(c1)c(=O)n(C)c(=O)n2C,-2,-24%,4%,-20%,-3%,?,10%,1%,-9%,7%,-1%
O=c1oc(-c2ccccc2NS(=O)(=O)c2ccc(Cl)cc2)nc2ccccc12,0,-47%,-2%,-3%,-3%,15µM*,12%,-4%,-5%,-2%,-22%
Cc1ccc(OCC(=O)NNC(=O)c2cccnc2)cc1C,-7,-19%,1%,3%,-1%,5%,1%,-1%,1%,-11%,-5%
CCc1nccn1S(=O)(=O)c1ccc(C)c(C)c1,0,9%,-13%,6%,-4%,1%,-15%,-4%,-6%,-2%,0%
CCCCCCOC(=O)Sc1nc2ccccc2o1,-2,0%[1.84 µM],21%,?,0%,0%,0%,-1%,1%,24µM*,-5%
COc1ccc(-c2csc(N3CCN(S(=O)(=O)c4ccc5c(c4)NC(=O)CO5)CC3)n2)cc1,22,-18%,3%,-2%,-13%,?,-3%,13%,-12%,3%,1%
CCOC(=O)N1CCC(NC(=O)C2CCN(S(=O)(=O)N3CCC(C)CC3)CC2)CC1,-2,-22%,?,-7%,8%,-8%,21%,-2%,-5%,2%,2%
CCOc1ccc(Cc2nc(-c3nonc3N)no2)cc1OCC,-4,25%,-2%,-9%,10%,10%,6%,8%,2%,2%,-2%

# 2 compounds from above, showing only VP16 counter.
mol | VP16 counter
COc1ccc(-c2csc(N3CCN(S(=O)(=O)c4ccc5c(c4)NC(=O)CO5)CC3)n2)cc1 | -2%
CCOC(=O)N1CCC(NC(=O)C2CCN(S(=O)(=O)N3CCC(C)CC3)CC2)CC1 | -7%

# Further structures:
SMILES,TRPV1 ag,BRCA1 expr act,p53 reactivation,VP16 counter,Rab9 prom act,ELG1 repair inh,RORg inh,NPC1 promoter act,ELG1 genotoxic,FLuc modulator,Tb PFK inh
CCOC(=O)c1cc(C(=O)NC(C)c2ccccc2)c(=O)[nH]c1C (centres undefined),-5,-10%,·,-11%,4%,-29%,36%,1%,0%,0%,1%
Cc1ccc(S(=O)(=O)NNC(=S)NCCc2ccccc2)cc1,3,-15%,1%,?,14%,-1%,11µM*,-1%,0%,-2%,-2%
O=C1C(Cl)=C(NCCN2CCOCC2)C(=O)c2ccccc21,2,-84%,-15%,?,0%,?,?,-1%,-9%,-20%,0%
CCOc1ccc(NC(=O)CSc2nnc(-c3ccccn3)n2N)cc1,-1,5%,-1%,-29%,-6%,15%,-25%,2%,-5%,1%,5%
COc1ccc(C(=O)NC(=S)N2CCCCC2)cc1,-1,57%,3%,-8%,18%,?,-21%,17%,1%,-11%,-5%
Cc1nc2c(-c3ccc(Cl)cc3)c(C)[nH]n2c(=O)c1Cc1ccccc1,10,-93%,29%,?,-26%,4.1µM*,1.4µM*,-36%[inhibitor],-16%,?,1%
Cn1c(=O)oc2cc(S(=O)(=O)N3CCc4ccccc43)ccc21,3,-20%,-4%,-9%,-11%,0%,-4%,-3%,2%,3%,7%
O=C(OCCN1C(=O)c2ccccc2C1=O)C1CC(O)CN1S(=O)(=O)c1ccc(Cl)cc1 (centres undefined),1,-12%,-1%,·,-1%,-1%,·,-2%,-1%,1%,0%
CCN(CC(=O)Nc1c(F)cccc1F)C(=O)CN(C)S(=O)(=O)c1ccc(F)cc1,0,-19%,0%,·,0%,8%,·,-1%,-2%,8%,3%
N#C/C=C1\n2c(nc3ccccc32)OC12CCCCC2,21,4%,-2%,-11%,0%,?,-5%,-1%,-5%,-2%,4%
COc1ccccc1NS(=O)(=O)c1cc(NC(=O)CNC(=O)c2ccccc2)ccc1C,6,-29%,-4%,-2%,-2%,-11%,?,0%,-3%,-9%,-3%
Cc1ccc2c(c1)C(=O)CC(O)(C(F)F)O2 (centres undefined),4,-1%,0%,-8%,2%,0%,7%,3%,4%,-3%,0%
Cc1[nH]cnc1CSCc1ccc(F)cc1,0,16%,?,25%,22%,?,-4%,15%,6%,?,-26%
CCOc1c2ccc(C(=O)NCc3ccc4c(c3)OCO4)cc2nn1C,1,3%,8%,6%,1%,2%,-6%,-1%,1%,-2%,-5%
Cc1cc(C)n(CC(=O)n2c3ccccc3c3ccccc32)n1,3,-12%,-1%,-9%,1%,0%,-37%,11%,1%,1%,2%
COCCNC(C(=O)Nc1ccc(C)cc1[N+](=O)[O-])c1ccccc1 (centres undefined),4,11%,14%,7%,-4%,?,20%,0%,-19%,-18%,-3%
OC(COc1ccc(Cl)c2ccccc12)CN1CCN(c2ccccn2)CC1 (centres undefined),1,0%,0%,-4%,-4%,-6%,-16%,-2%,-5%,-3%,-2%
CC(N)C12CC3CC(CC(C3)C1)C2 (centres undefined),1&0,-4%&4%,2%&5%,-11%&-1%&-18%&7%,-2%&0%,8%&-10%,13%&-7%&17%&9%,-6%&-4%,-5%&-2%,-2%&-1%,-3%&-3%
COc1ccc(C[C@H]2CN3C(=NC[C@H]3C)N2CCNC(=O)CCC2CCCCC2)cc1,-1,-24%,-2%,-11%,14%,1%,-36%,1%,-6%,2%,-2%
c1ccc(-c2nc(-c3cccs3)[nH]c2-c2ccccc2)cc1,17,-58%,1%,-8%,0%,?,10µM*,-4%,-9%,4%,-4%
Cc1c(C(=O)C(=O)N2CCCc3ccccc32)c2ccccc2n1C,4,0%,7%,6%,-7%,-22%,0%,-24%,0%,-1%,-2%
CCCC(=O)Nc1cc2c3c(c1)CCN3C(=O)CC2,-4,0%,-4%,-4%,4%,?,-14%,3%,-1%[9.26 µM],0%,-2%
CC(C)c1c(C(=O)N/N=C/C=C/c2ccccc2)nnn1-c1nonc1N,?,-10%,-3%,5.6µM*,0%,-13%,4.5µM*,3%,-3%,?,0%
COc1cc(NC(=O)c2cccs2)c(C(=O)OCC(=O)NC(=O)NCc2ccccc2)cc1OC,-4,-31%,2%,-1%,-2%,-21%,22%,-3%,-1%,-1%,4%
O=C(O)c1ccc(-n2nnnc2SCc2cccc(Br)c2)cc1,0,4%,6%,-1%,-5%,-1%,2%,-3%,0%,-1%,-7%
CC(=O)c1ccc(Nc2c3c(nc4ccccc24)CCCC3)cc1,26,-54%,-8%,-2%,-21%,?,-18%,-26%,5%,-4%,-1%
Cc1ccc(NC(=S)NCC23C=CC(O2)C2C(=O)N(c4ccc(C)cc4)C(=O)C23)cc1 (centres undefined),1,-2%,?,14µM*,-3%,-15%,?,-2%,-3%,-3%,5%
N=c1sccn1CC(=O)Nc1ccc(SC(F)F)cc1,1,4%,-2%,-15%,0%,10%,12%,-3%,-5%,-5%,-1%
Cc1ccc(S(=O)(=O)NCCC(=O)OCn2nnc3ccccc3c2=O)cc1,3,23%,-1%,-1%,6%,1%,5%,0%,0%,1%,-4%
COc1ccc(C2C(C(C)=O)=C(O)C(=O)N2CCc2c[nH]c3ccccc23)cc1OC (centres undefined),-2,-1%,7%,-1%,3%,13%,-1%,0%,-1%,0%,2%
Cc1ccc(Nc2nc(N)nc(COC(=O)c3ccc(Br)o3)n2)cc1,18,34%,2%,·,23%,?,·,21%,11%,?,0%
